Bioassay records from PubChem.
Integrin act MD = activates integrin-mediated alleviation for muscular dystrophy; actives 0.064% (n = 350,000); alpha7betagal myoblasts, beta-gal FDG fluorescence, 48 h; AID 624291; Potency, µM (doses to about 38.3 µM), for the others: at the top dose activation, usual class: activators;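 note: potency is the fitted concentration of half-maximal effect; 100% = response of the positive control SU9516; nearly all actives have a fitted effect of over 60% in size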
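alpha7betagal+/- myoblasts (passage 13, 250/well) treated 48 h at 37C with compounds at 1:260 dilution of DMSO stock. Lysed, then beta-galactosidase activity read as FDG fluorescence (ex 480/em 540) after 30 min, with pre-read for autofluorescence.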
TSHR antagonist = antagonists of human thyroid stimulating hormone receptor; P16473; TSHR-expressing cells, TSH-stimulated cAMP HTRF, 2 h; active compounds read low; activity change, negative = inhibition, % at 11.5 µM; actives 0.2% (n = 330,000); AID 504810;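 active = activity change below a set negative limit, meaning inhibition stronger than a set level, cut at about -70% in these data; inconclusive = activity change between two set negative limits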; note: % is set by controls: 0 for no effect and ±100 for the full control effect
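Inhibition of cAMP made by TSHR-expressing cells under TSH stimulation (4nM final, EC80; 2 h, 37 deg C) is quantified with a one-step lysis HTRF kit, anti-cAMP cryptate versus cAMP-d2.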
A-T KAP1 phos = potential ataxia-telangiectasia treatments restoring KAP-1 phosphorylation | actives 0.19% (n = 320,000) | Potency, µM (series often up to 57.5 µM), for inactives: at the top dose activation, hits mostly activators | […] A-T fibroblasts, KAP-1 phosphorylation AlphaLISA; neocarzinostatin DNA damage 30 min before lysis; note: potency is the fitted concentration of half-maximal effect; % of control where 0% means no effect; nearly all actives have a fitted effect of over 45% in size
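hTERT-immortalized A-T patient fibroblasts ([…]), 500 cells/well in OPTI-MEM, 1% FBS, got compounds for 60 min, then NCS for 30 min at 37C. Lysates were then assayed for phospho-KAP-1 by AlphaLISA (anti-pKAP1 donor, anti-KAP1 acceptor beads), 6 hr at 25C.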
TCR act = T cell receptor activation. 330,000 tested, under 10 active. Potency, µM (titrated, usually from 9.22 µM), for the others: at the highest dose activation of IL-2 secretion, usual class: activators. primary human leukocytes, anti-CD3, IL-2 HTRF, 48 h. AID 504894; note: % of control where 0% means no effect
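TCR engagement came from a-CD3 beads alone, with compounds added to primary human leukocytes for 48 hr. Secreted IL-2 bridged europium cryptate- and d2-labelled anti-IL-2 antibodies, giving FRET emission at 665nm after 320nm excitation.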
TSG101-PTAP inh = blocks PTAP/TSG101 interaction to inhibit HIV-1 budding | Fluorescence polarization, FITC-PTAP peptide / Tsg101 binding | 340,000 tested, under 10 active | AID 493005 | Potency, µM (highest dose often 115 µM), for inactives: at the highest dose activity change, negative = inhibition, actives largely listed as inhibitors; active = well fitted inhibition curve with a large enough effect in the main read-out, with a control signal flat, not every such curve was filed as active; inconclusive = small, poorly fitted or top-dose-only effect, or effect the other way, or a change in a side signal; inactive = no such curve, though single readings can be large or run the other way; note: potency is the fitted concentration of half-maximal effect; % of control where 0% means no effect
Target sequence (Q99816 whole entry, looked up): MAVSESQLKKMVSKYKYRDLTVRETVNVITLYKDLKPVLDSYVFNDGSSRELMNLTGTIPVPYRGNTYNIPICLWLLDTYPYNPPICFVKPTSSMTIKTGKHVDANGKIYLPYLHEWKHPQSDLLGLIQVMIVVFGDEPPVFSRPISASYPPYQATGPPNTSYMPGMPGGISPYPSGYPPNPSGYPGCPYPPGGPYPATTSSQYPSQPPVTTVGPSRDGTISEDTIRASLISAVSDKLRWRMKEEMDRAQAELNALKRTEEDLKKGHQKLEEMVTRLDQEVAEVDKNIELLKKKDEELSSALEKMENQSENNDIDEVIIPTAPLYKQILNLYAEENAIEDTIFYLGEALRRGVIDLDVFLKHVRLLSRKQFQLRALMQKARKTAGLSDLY
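Steps: Tsg101 binding domain dispensed (10 uM final), compounds pinned in DMSO, FITC-labeled PTAP-motif peptide added (50 nM final); after 20 min binding at room temperature, polarization measured.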
Eya2 phos inh = Eya2 (human) phosphatase inhibition; O00167; recombinant Eya2, OMFP fluorescence dephosphorylation (OMFP is methylfluorescein phosphate); Potency, µM (titrated, usually from 76.9 µM), inactives show top-dose activity, negative = inhibition, hits mostly inhibitors; actives 0.006% (n = 330,000); note: potency is the fitted concentration of half-maximal effect; % is set by controls: 0 for no effect and ±100 for the full control effect
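Eya2 protein (added as 0.2 uM solution) was preincubated with compound for 10 min at ambient temperature in 50 mM HEPES pH 7.5, 50 mM NaCl, 5 uM MgCl2, 0.05% BSA, 1 mM DTT. OMFP (added at 50 uM) then reacted 10 min; fluorescence read at 485/525 nm.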
Chronic BCR inh = inhibitors of chronic active B-cell receptor signaling; Potency, µM (titrated, usually from 46.1 µM), for the others: top-dose ratio change, negative = lower green/red ratio, hits mostly inhibitors; actives 0.05% (n = 340,000); ABC-DLBCL IkBa-CBG/CBR reporter, luminescence ratio, 4 h; active = well fitted inhibition curve with a large enough effect in the signal ratio, with a control signal flat, not every such curve was filed as active; inconclusive = small, poorly fitted or top-dose-only effect, or effect the other way, or a change in a side signal; the % refers to the signal ratio;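 note: potency is the fitted concentration of half-maximal effect; plate controls were basal doxycycline-induced cells for no effect and cells given 10 µM MG132 for full effect; MG132 reads +100%, hits lower the ratio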
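Compounds up to 46 uM were incubated four hours with TMD8 cells whose green CBG68 luciferase is fused to IkappaBalpha; red CBR luminescence normalised the signal, and concentration-effect curves were fitted to fusion, red and ratio data.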
Tb PFK inh = blocks T. brucei phosphofructokinase. Potency, µM (titrated, usually from 57.5 µM), for inactives: at the top dose activity, negative = inhibition, most hits filed as inhibitors. AID 485367. T. brucei PFK, ADP-Glo luminescence. O15648. actives 0.17% (n = 330,000);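 note: potency is the fitted concentration of half-maximal effect; 0% = uninhibited 1x PFK enzyme wells and -100% = no-enzyme wells; nearly all actives have a fitted effect of over 60% in size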
Target sequence (O15648 whole entry, looked up): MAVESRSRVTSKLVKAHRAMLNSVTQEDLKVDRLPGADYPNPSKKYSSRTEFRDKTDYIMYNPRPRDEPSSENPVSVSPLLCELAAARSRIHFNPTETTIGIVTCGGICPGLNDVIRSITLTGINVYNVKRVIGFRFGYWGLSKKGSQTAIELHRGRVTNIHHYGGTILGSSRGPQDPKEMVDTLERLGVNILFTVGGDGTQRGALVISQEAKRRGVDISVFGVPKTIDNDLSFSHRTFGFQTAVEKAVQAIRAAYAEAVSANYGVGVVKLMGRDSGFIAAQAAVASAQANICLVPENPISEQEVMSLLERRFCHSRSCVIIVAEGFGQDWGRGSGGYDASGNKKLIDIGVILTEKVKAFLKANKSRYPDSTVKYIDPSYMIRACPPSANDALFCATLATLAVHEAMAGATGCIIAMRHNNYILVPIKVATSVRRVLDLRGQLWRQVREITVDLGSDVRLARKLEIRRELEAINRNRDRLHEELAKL
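Activity is normalized to no-enzyme wells (full inhibition) and 1.25 nM enzyme wells (no inhibition). Reaction: 0.5 mM F6P, 0.1 mM ATP, 45 min RT, ADP-Glo luminescence; concentration-response curves fitted and classed by quality.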
S-ASM inh = blocks human secretory acid sphingomyelinase; Potency, µM (titrated, usually from 57.5 µM), without a hit: top-dose activity change, negative = inhibition, most hits filed as inhibitors; actives 0.006% (n = 340,000); placental ASM, HMU-PC fluorogenic substrate, 60 min; note: potency is the fitted concentration of half-maximal effect
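qHTS format. ASM enzyme prepared from human placenta hydrolyses the fluorogenic substrate HMU-PC0 (9 uM final) over 60 min at 37 °C after a 10 min compound preincubation.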
Mito fusion act = inhibitors of mitochondrial division or activators of mitochondrial fusion; actives 0.23% (n = 320,000); Potency, µM (doses to about 46.1 µM), for the others: at the highest dose growth rescue (activation), hits mostly activators; S. cerevisiae fusion-defective mutant growth rescue, CellTiterGlo 48 h;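 note: potency is the fitted concentration of half-maximal effect; % of control where 0% means no effect; nearly all actives have a fitted effect of over 45% in size; temperature-sensitive fusion mutants such as fzo1-1 at 37 °C on non-fermentable ethanol glycerol medium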
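S. cerevisiae fusion-defective temperature-sensitive mutants (e.g. fzo1-1, mgm1-5) grown 48 h at 37C in YPEG (ethanol/glycerol non-fermentable) medium with 23 nl compound per well; growth rescue read as CellTiterGlo luminescence.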
ELG1 DNA repair = ELG1-dependent DNA repair inhibition | actives 2.3% (n = 330,000) | HEK293T ELG1-luciferase reporter, luminescence, 16 h; DNA damage induced by 5-fluorouridine | AID 504467 | Potency, µM (doses to about 46.1 µM), without a hit: at the top dose activity change, negative = inhibition, usual class: inhibitors; note: potency is the fitted concentration of half-maximal effect; % is set by controls: 0 for no effect and ±100 for the full control effect; nearly all actives have a fitted effect of over 55% in size
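Cells (2,000 per well) received 5-fluorouridine plus test compound or DMSO and were incubated 16 hr at 37 °C, 5% CO2. Luciferase activity was read by luminescence 30 min after ONE-Glo addition; signal suppression marked inhibition of damage-induced ELG1 function.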
Numbers without * were called inactive; [ ] = another dose, or the depositor's remark. Unless noted, calls come from the whole dose curve; as a rule, active = well fitted curve in the direction sought with a large enough effect; inconclusive = small, poorly fitted or top-dose-only effect, or another doubt; inactive = no such curve, though single readings can be large; an effect the other way counts as inactive or inconclusive.

What do the screens show for `Cc1ccccc1Nc1nc(N)nc(CSc2n[nH]c(N)n2)n1`?
Integrin act MD: -15%; TSHR antagonist: 7; A-T KAP1 phos: 1%; TCR act: 0%; TSG101-PTAP inh: -1%; Eya2 phos inh: 5%; Chronic BCR inh: -21%; Tb PFK inh: -3%; S-ASM inh: -3%; Mito fusion act: 3%; ELG1 DNA repair: 29%

Results for CCOC1=NN(c2ncc(C(F)(F)F)cc2Cl)C(=O)C1 ?
Integrin act MD: -7%; TSHR antagonist: -3; A-T KAP1 phos: 3%; TCR act: -7%; TSG101-PTAP inh: -3%; Eya2 phos inh: 2%; Chronic BCR inh: 5%; Tb PFK inh: -4%; S-ASM inh: 0%; Mito fusion act: 1%; ELG1 DNA repair: -9%

What do the screens show for `O=C(NC1CCCC1)C(c1ccncc1)N(Cc1ccccc1F)C(=O)c1csnn1` (centres undefined)?
Integrin act MD: -9%; TSHR antagonist: 7; A-T KAP1 phos: 6%; TCR act: -3%; TSG101-PTAP inh: -4%; Eya2 phos inh: 10%; Chronic BCR inh: -1%; Tb PFK inh: -2%; S-ASM inh: -1%; Mito fusion act: 4%; ELG1 DNA repair: 4%

What do the screens show for `Cc1cc(N2CCCC2)c(F)cc1/C=C\[N+](=O)[O-]`?
Integrin act MD: -56%[inhibitor]; TSHR antagonist: -17; A-T KAP1 phos: 9%; TCR act: 8%; TSG101-PTAP inh: 3%; Eya2 phos inh: -2%; Chronic BCR inh: 7%; Tb PFK inh: -5%; S-ASM inh: -6%; Mito fusion act: 2%; ELG1 DNA repair: 14%

How did N#C/C(=C\c1ccc(OCC(N)=O)cc1)c1ccccc1 do in these assays?
Integrin act MD: -7%; TSHR antagonist: -3; A-T KAP1 phos: 4%; TCR act: 0%[46.1 µM]; TSG101-PTAP inh: -4%; Eya2 phos inh: -5%; Chronic BCR inh: 0%; Tb PFK inh: 0%; S-ASM inh: -1%; Mito fusion act: 8%; ELG1 DNA repair: inconclusive

What do the screens show for `O=S(=O)(c1ccc2c(c1)nc(COc1ccc(Cl)cc1)n2CC1CCCO1)N1CCOCC1` (centres undefined)?
Integrin act MD: -45%[inhibitor]; TSHR antagonist: -9; A-T KAP1 phos: 3%; TSG101-PTAP inh: -5%; Eya2 phos inh: -12%; Chronic BCR inh: -10%; Tb PFK inh: -1%; S-ASM inh: -13%; Mito fusion act: 0%; ELG1 DNA repair: inconclusive

How did O=C(COC(=O)CCCN1C(=O)c2cccc3cccc(c23)C1=O)NC1CCS(=O)(=O)C1 (centres undefined) do in these assays?
Integrin act MD: -6%; TSHR antagonist: -5; A-T KAP1 phos: 0%; TCR act: 3%; TSG101-PTAP inh: -7%; Eya2 phos inh: -5%; Chronic BCR inh: inconclusive; Tb PFK inh: -8%; S-ASM inh: 4%; Mito fusion act: -1%; ELG1 DNA repair: 16%

Results for CCCCn1c(N)c(NCc2ccccc2)c(=O)[nH]c1=O ?
Integrin act MD: -17%; TSHR antagonist: 36; A-T KAP1 phos: inconclusive; TCR act: 5%; TSG101-PTAP inh: -2%; Eya2 phos inh: 9%; Chronic BCR inh: -1%; Tb PFK inh: -1%; S-ASM inh: 12%; Mito fusion act: -2%; ELG1 DNA repair: 15%

How did O=c1[nH]c2ccc(NS(=O)(=O)c3ccc(F)c(Cl)c3)cc2[nH]1 do in these assays?
Integrin act MD: inconclusive; TSHR antagonist: 11; A-T KAP1 phos: 0%; TCR act: 0%; TSG101-PTAP inh: -1%; Eya2 phos inh: 3%; Chronic BCR inh: -26%; Tb PFK inh: 1%; S-ASM inh: 2%; Mito fusion act: 4%; ELG1 DNA repair: inconclusive

How did O=C(CCC(=O)Nc1ccc(Cl)cc1Cl)N/N=C/c1ccc([N+](=O)[O-])o1 do in these assays?
Integrin act MD: -56%[inhibitor]; TSHR antagonist: -6; A-T KAP1 phos: 0%; TCR act: -6%; TSG101-PTAP inh: -6%; Eya2 phos inh: -1%; Chronic BCR inh: 2%; Tb PFK inh: -3%; S-ASM inh: -15%; Mito fusion act: -5%; ELG1 DNA repair: inconclusive

What do the screens show for `O=C(NC1CC1)C1C2C3C4CC5C3C5C4C12` (centres undefined)?
Integrin act MD: -25%; TSHR antagonist: -9; A-T KAP1 phos: 4%; TCR act: -5%; TSG101-PTAP inh: -7%; Eya2 phos inh: -5%; Chronic BCR inh: inconclusive; Tb PFK inh: -7%; S-ASM inh: 2%; Mito fusion act: 5%; ELG1 DNA repair: inconclusive

What do the screens show for `CCOC(=O)N1CCN(C(=O)COC(=O)c2ccccc2NCCO)CC1`?
Integrin act MD: -15%; TSHR antagonist: 32; A-T KAP1 phos: inconclusive; TCR act: 0%; TSG101-PTAP inh: -1%; Eya2 phos inh: -16%; Chronic BCR inh: -28%; Tb PFK inh: 1%; S-ASM inh: inactive; Mito fusion act: 8%; ELG1 DNA repair: 7%

What do the screens show for `CCCCCCn1c(CN2CCN(CCO)CC2)nc2c1c(=O)n(C)c(=O)n2C`?
Integrin act MD: -21%; TSHR antagonist: 7; A-T KAP1 phos: 6%; TCR act: 14%; TSG101-PTAP inh: -1%; Eya2 phos inh: -1%; Chronic BCR inh: inconclusive; Tb PFK inh: -10%; S-ASM inh: -1%; Mito fusion act: 7%; ELG1 DNA repair: -16%

How did O=C1NC(=O)c2cc(Br)cc3cccc1c23 do in these assays?
Integrin act MD: 5%; TSHR antagonist: -4; A-T KAP1 phos: 0%; TCR act: -5%; TSG101-PTAP inh: 0%; Eya2 phos inh: 3%; Chronic BCR inh: -1%; Tb PFK inh: 1%; S-ASM inh: -6%; Mito fusion act: -4%; ELG1 DNA repair: 0%

Results for CC(C)C(=O)Nc1nnc(S(=O)(=O)N2CCc3ccccc32)s1 ?
Integrin act MD: 15%; TSHR antagonist: 4; A-T KAP1 phos: 5%; TCR act: 2%; TSG101-PTAP inh: -3%; Eya2 phos inh: -4%; Chronic BCR inh: 13%; Tb PFK inh: 4%; S-ASM inh: -2%; Mito fusion act: -2%; ELG1 DNA repair: 0%

What do the screens show for `O=C(COC(=O)c1ccccc1[N+](=O)[O-])NNC(=O)c1cccs1`?
Integrin act MD: 2%; TSHR antagonist: -11; A-T KAP1 phos: -8%; TCR act: -2%; Eya2 phos inh: 7%; Chronic BCR inh: 5%; Tb PFK inh: 8%; S-ASM inh: 3%; Mito fusion act: -1%; ELG1 DNA repair: 7%

Results for COC(=O)c1c(NC(=O)C2CC2)sc2c1CCN(C(C)=O)C2 ?
Integrin act MD: -9%; TSHR antagonist: 16; A-T KAP1 phos: 1%; TCR act: -3%; TSG101-PTAP inh: -6%; Eya2 phos inh: -7%; Chronic BCR inh: -8%; Tb PFK inh: 0%; S-ASM inh: 22%; Mito fusion act: 6%; ELG1 DNA repair: 27%

Results for Cc1cccc(C(CC(=O)O)NC(=O)C(F)(F)F)c1 (centres undefined) ?
Integrin act MD: 0%; TSHR antagonist: 8; A-T KAP1 phos: 0%; TCR act: 3%; TSG101-PTAP inh: -1%; Eya2 phos inh: 7%; Chronic BCR inh: 0%; Tb PFK inh: 0%; S-ASM inh: 1%; Mito fusion act: 7%; ELG1 DNA repair: 2%

Results for CCOC(=O)c1c(C)[nH]c(C(=O)CN(C)CC(=O)Nc2ccccc2Cl)c1C ?
Integrin act MD: -2%; TSHR antagonist: 16; A-T KAP1 phos: 3%; TCR act: 9%; TSG101-PTAP inh: -6%; Eya2 phos inh: -6%; Chronic BCR inh: -12%; Tb PFK inh: 3%; S-ASM inh: -7%; Mito fusion act: inconclusive; ELG1 DNA repair: inconclusive
